# Compound activity as filed in PubChem BioAssay.
# HSP90 refold inh: HSP90 inhibitors, primary screen, cell lysate, luminescence. Heat shock protein HSP 90 (rabbit reticulocyte lysate; luciferase refolding). Rabbit reticulocyte lysate, luciferase refolding luminescence, 3 h. inhibition, % at 5.6 µM. 0.91% of 290,000 active;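 active = inhibition above the screen-wide mean plus 3 SD, computed separately per campaign, cut at about 16% in these data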;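 note: 0% = DMSO wells and 100% = 60 µM geldanamycin wells; inhibitors lower the luminescence because luciferase stays unfolded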
# KLF5 inhibitor: KLF5 expression inhibitors, primary screen, DLD-1 cells, luminescence | DLD-1 KLF5 promoter-luciferase reporter | AID 1700, 2009 | 0.23% of 290,000 active | inhibition, % at 5 µM;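 active = inhibition above a per-plate limit of that plate's mean compound inhibition plus 3 SD, cut at about 60% in these data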;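 note: 0% = DMSO wells and 100% = LY294002 at 200 µM; higher means less KLF5 promoter-driven luciferase light; inactives centre near -14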
# HSF1 inhib: HSF1 inhibitors in luciferase reporter cells, primary screen, cell-based, NIH3T3, luminescence; NIH3T3-HGL HSE-luciferase, MG132-induced, luminescence 8 h; hits give low values; activity change, negative = inhibition, % at 7.5 µM (by protocol); 0.77% of 300,000 active; AID 2098, 2009;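 active = more than half of replicate wells show activity change below -50%, luminescence cut by over half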;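 note: luciferase reports HSF-1 transcriptional activity via heat shock element; 0% = median of DMSO wells and -100% = zero luminescence signal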
# GSK3 alpha inh: blockers of GSK3A enzyme activity – biochemical, luminescence, cell-free homogeneous, HTS, primary screen; Glycogen synthase kinase-3 alpha (Homo sapiens), P49840; GSK-3 alpha kinase, ADP-Glo luminescence, 60 min; AID 2650, 2010; inhibition, % at 10 µM; 0.1% of 320,000 active;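 in the data active = inhibition above about 50%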;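 note: GST-tagged GSK-3 alpha with peptide substrate and 25 µM ATP; 0% = DMSO neutral wells and 100% = GW8510 positive control wells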
# Target sequence (P49840 whole entry, looked up): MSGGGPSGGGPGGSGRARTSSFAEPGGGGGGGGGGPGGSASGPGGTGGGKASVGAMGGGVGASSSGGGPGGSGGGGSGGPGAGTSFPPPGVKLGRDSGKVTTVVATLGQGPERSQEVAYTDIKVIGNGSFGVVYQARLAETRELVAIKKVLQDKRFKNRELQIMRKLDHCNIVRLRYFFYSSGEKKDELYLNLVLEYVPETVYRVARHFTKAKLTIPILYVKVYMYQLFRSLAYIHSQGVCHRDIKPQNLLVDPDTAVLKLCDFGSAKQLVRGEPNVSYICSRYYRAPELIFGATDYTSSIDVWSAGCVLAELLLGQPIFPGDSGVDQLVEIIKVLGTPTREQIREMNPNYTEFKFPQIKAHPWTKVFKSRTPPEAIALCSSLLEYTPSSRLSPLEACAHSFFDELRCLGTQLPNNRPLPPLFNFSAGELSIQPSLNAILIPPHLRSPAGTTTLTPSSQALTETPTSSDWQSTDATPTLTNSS
# DYRK1A inh: rat Dyrk1A kinase inhibitors, primary screen, biochemical, single point, plate reader; inhibition, % at 12.5 µM; ADP-Glo luminescence, NFATc1 peptide; Dual specificity tyrosine-phosphorylation-regulated kinase 1A (Rattus norvegicus), Q63470; AID 504441, 2011; 0.43% of 310,000 active; in the data active = inhibition above about 50%;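 note: plate controls were vehicle with enzyme for no effect and no enzyme for full effect; many of its hits are not listed in these tables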
# IEC-6 tox: cytotoxicity in IEC-6 intestinal epithelial cells, primary screen, cytotoxicity control for KLF5 inhibitor project, cell-based, luminescence | inhibition, % at 5 µM | IEC-6 cytotoxicity, luminescence viability | 0.78% of 290,000 active | AID 1825, 2009; in the data active = inhibition above about 22%;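 note: 0% = plate median of test compound wells and 100% = cytotoxic reference compound wells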
# Platelet DG rel: inhibitors of platelet dense granule secretion, primary screen, cell-based, MLPCN, human platelets; human platelet-rich plasma, SFLLRN dense granule ATP release, luminescence; inhibition, %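 (compounds screened at 7.5 µM in platelet-rich plasma)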; 0.22% of 300,000 active; AID 1663, 2009;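 active = mean replicate score, as percent of positive control, at or above 50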
# aSyn UTR inh: MLPCN primary screen, SNCA 5' untranslated region; 0.82% of 300,000 active; AID 1813, 2009; alpha-synuclein 5'UTR reporter, inhibitor activity; inhibition, % (tested at 7.5 µM); in the data active = inhibition above about 60%;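 note: H4 neuroglioblastoma cells stably carrying SNCA 5'UTR luciferase fusion; 0% = DMSO wells and 100% = positive control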
# HSF-1 act: HSF-1 activators, primary screen, NIH3T3-HGL cells, MG132 stress, luminescence, single point; NIH3T3-HGL HSF-1 luciferase reporter, 8 h; 100% = twice DMSO control signal; activation, % at 9 µM; 1.7% of 300,000 active;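 active = mean replicate activation of at least 50% with a set share of replicates each reaching 50%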;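 note: 0% = median of the neutral control wells and 100% = twice that signal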
# GSK3beta inhib: human GSK3beta kinase inhibitors, primary screen, biochemical, cell-free homogeneous, HTS. Glycogen synthase kinase-3 beta (Homo sapiens), P49841. GST-GSK3beta kinase, ADP-Glo luminescence, 60 min; hits give low values. activity score (negative = inhibition), % at 10 µM. 0.038% of 300,000 active. AID 2097, 2009;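 active = more than half of replicate wells score below -50%, meaning over 50% inhibition versus plate controls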;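 note: 0% = median DMSO wells and -100% = median GW8510 positive control wells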
# Target sequence (P49841 whole entry, looked up): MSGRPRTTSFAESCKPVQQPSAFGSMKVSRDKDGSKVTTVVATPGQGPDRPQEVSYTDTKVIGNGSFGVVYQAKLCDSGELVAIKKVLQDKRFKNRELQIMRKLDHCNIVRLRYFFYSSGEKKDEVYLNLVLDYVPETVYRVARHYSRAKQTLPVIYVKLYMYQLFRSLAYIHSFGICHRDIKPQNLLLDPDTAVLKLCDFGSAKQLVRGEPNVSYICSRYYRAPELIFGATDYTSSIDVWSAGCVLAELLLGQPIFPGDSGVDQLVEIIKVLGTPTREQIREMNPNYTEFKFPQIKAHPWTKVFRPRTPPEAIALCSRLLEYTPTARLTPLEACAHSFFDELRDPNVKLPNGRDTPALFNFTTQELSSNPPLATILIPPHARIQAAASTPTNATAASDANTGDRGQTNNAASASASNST
#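 Test system: GST-fused GSK3beta enzyme, cell-free | Quantity: 1.6 ng GST-GSK3beta enzyme per well | Reagent: 25 µM ATP with peptide substrate | Schedule: 60 min enzyme reaction, room temperature | Signal: Luminescent ADP-Glo measurement of ADP formed | Read-out basis: Score relative to plate controls | Control set: DMSO and 20 µM GW8510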
# * marks the source's active call; other numbers are inactive results; · = no result given. These rows are one share of the data; the hit share may differ from the screen's.
SMILES,HSP90 refold inh,KLF5 inhibitor,HSF1 inhib,GSK3 alpha inh,DYRK1A inh,IEC-6 tox,Platelet DG rel,aSyn UTR inh,HSF-1 act,GSK3beta inhib
COC(=O)c1c(-c2ccccc2)nn(-c2ccccc2)c1C(=O)OC,1,-32,9,2,-7,1,-1,-6,17,0
C=CCn1c(SCc2cc(C(=O)OC)c(C)o2)nnc1-c1ccncc1,-1,11,-3,0,-4,1,1,-17,-5,1
CCCCN(C(=O)c1ccc(S(=O)(=O)N2CCC(C)CC2)cc1)C1CCS(=O)(=O)C1 (stereo not drawn),·,·,1,-3,-3,·,2,22,5,0
CCCCCCC(=O)N1C/C=C\C(c2ccc(OC)cc2)N(Cc2ccc(F)cc2)C(=O)[C@H]1Cc1ccccc1 (stereo partly drawn),·,·,4,9,·,·,-1,47,·,-1
CCn1c(C)cc(/C=C2\SC(=O)N(CC(=O)Nc3ccc(C)c(C)c3)C2=O)c1C,1,-1,0,-2,-1,1,2,-2,6,3
C/C(=N\NC(=O)Cc1ccc(Cl)c(Cl)c1)c1cccnc1,7,-13,0,0,-7,9,-3,-20,-12,1
Cc1cc(C)c(S(=O)(=O)Nc2ccc(C(=O)O)cc2)cc1S(=O)(=O)Nc1ccc(C(=O)O)cc1,·,·,-7,-1,9,·,0,-21,0,11
CCN(CC)S(=O)(=O)c1ccc(Cl)c(NC(=O)c2ccncc2)c1,-2,15,1,-1,-4,-1,-1,35,0,-4
CC(=O)C12CCCCC1CC1[C@@H]3CC(C)C4=CC(=O)CC[C@]4(C)C3CC[C@@]12C (stereo partly drawn),0,-31,-5,·,1,-3,2,7,-15,1
Cc1ccc(NC(=S)NC2CC3CCCC(C2)N3Cc2ccco2)cc1 (stereo not drawn),2,-15,-9,1,-2,2,-1,4,-1,0
CC(C)C(=O)Nc1ccc2oc(-c3cc(F)c(F)cc3Cl)nc2c1,-4,-17,-4,-4,1,-1,3,-154,-8,1
Cc1ccc(-c2nc3ncccn3c2Nc2ccc3c(c2)OCO3)o1,0,-22,27,1,7,-3,0,-6,24,-4
O=C(Nc1nnc(S(=O)(=O)N2CCN(c3ccc(F)cc3)CC2)s1)c1ccco1,-6,-11,9,-1,-31,-6,1,-4,33,-2
O=C(c1ccc2c(=O)n(C3CCCC3)c(=S)[nH]c2c1)N1CCc2ccccc21,1,-5,38,-1,3,-5,-4,-17,91*,1
NC(=O)C1c2ccccc2CSc2ccccc21 (stereo not drawn),-2,-24,-1,0,5,-8,-3,8,10,-1
Cc1ccnc(NC(=O)CCNS(=O)(=O)c2ccc(C)c(C)c2)c1,5,-24,12,15,-2,-4,0,-88,28,-20
O=C1N=C(N2CCCC2)S/C1=C\c1cccc(Br)c1,2,-33,65,-3,-3,3,9,-122,103*,3
Cc1c(CN2CCN(CC(C)(C)C)C(CCO)C2)[nH]c2ccccc12 (stereo not drawn),0,-28,-5,1,-4,0,-3,9,-4,0
NCC(c1ccccc1)c1c[nH]c2ccccc12 (stereo not drawn),3,11,7,-2,0,7,-2,-20,-4,1
COc1ccc(N/N=C2/CCCCC2=O)cc1,3,-13,5,-4,8,6,8,21,16,2
Cn1c(-c2sc3cc(C(F)(F)F)cnc3c2-c2cccnc2)n[nH]c1=S,-3,-15,-85*,0,-1,-2,18,-8,-88,3
COc1cccc(C(=O)Nc2ccc3nc(N4CCOCC4)cc(C)c3c2)c1,2,-33,-6,1,3,14,23,4,-4,-1
COC(=O)c1cc(NC(=O)C2COc3ccccc3O2)cc(C(=O)OC)c1 (stereo not drawn),2,-16,-2,-2,4,2,4,28,15,3
CC(=O)Nc1ccc(S(=O)(=O)N=S(C)(C)=O)cc1,-3,-5,-8,0,-5,1,-5,-13,12,5
CCC(CC)c1nnc(NC(=O)C2COc3ccccc3O2)s1 (stereo not drawn),4,-123,-6,-2,9,-1,10,-72,-2,-16
CCCCN(Cc1ccco1)C(=O)c1cc2c(=O)[nH]c3ccc(C)cc3c2s1,6,-136,-8,-1,-1,-3,2,37,-3,-2
COC(=O)c1ccccc1NC(=O)CN1CCc2ccccc2C1,-3,-10,2,-1,2,2,0,6,-2,2
CC1CN(CCCSc2ccc(Cl)cc2)CC(C)O1 (stereo not drawn),1,-38,-3,-1,-2,2,-10,-6,1,-1
Cc1noc(-c2ccccc2)c1NC(=O)Nc1ccccc1,-2,0,1,-3,-4,-3,-9,-8,0,0
Cc1ccc(C)n1-c1ccc(NC(=O)c2ccccc2)cc1,-4,5,-4,-2,1,-4,-8,-18,-3,-1
CCn1ccnc1C(O)c1cccc(OC)c1 (stereo not drawn),-1,-8,0,-5,8,-1,7,-6,-15,-6
Cc1nc2sccc2c(=O)n1-c1cccc(Cl)c1,-1,-8,-1,-2,-3,2,0,9,17,-1
N#Cc1c(C#N)c(-c2ccccc2)n(-c2ccc(C(=O)O)cc2)c1N,-2,-16,1,41,-6,-2,-1,-17,-2,-18
CC1CCCCN1C(=O)Cn1c(=O)oc2ccccc21 (stereo not drawn),0,-19,-1,-2,5,1,0,-4,2,0
COc1cccc(-n2cn[nH]c2=S)c1,-2,-11,-12,1,-1,2,-5,-6,3,2
O=C(Oc1ccc(/C=N/NC(=O)c2ccccc2F)cc1)c1ccccc1,-1,-94,1,-2,-4,7,-21,10,2,0
Cc1ccc(S(=O)(=O)CCN2CCN(c3ccccc3)CC2)cc1,-1,-18,96,1,-2,-4,-4,0,120*,-3
COc1ccc2c(c1)CCc1c(C(=O)Nc3c(C)n(C)n(-c4ccccc4)c3=O)noc1-2,1,-17,5,0,35,-3,3,13,1,0
Cn1c(SCC(=O)c2c(N)n(C)c(=O)n(C)c2=O)nnc1-c1ccccc1,3,-12,-5,3,-5,-1,1,15,-7,0
Cc1cc(C)n(CC(=O)NCc2cc(-c3nn(C)c(=O)c4ccccc34)ccc2C)n1,1,-19,4,-3,9,-1,-1,16,-1,6
CC1=C(C(=O)OCC(C)C)C(c2ccc(F)cc2)NC(=O)N1 (stereo not drawn),-1,-14,7,0,-5,-5,0,26,16,-4
CC(=O)c1cccc(NS(=O)(=O)c2ccc3c(c2)oc(=O)n3C)c1,-1,-7,-7,0,3,3,-3,-7,5,3
O=C(NCCc1ccccc1)c1ccccc1Cl,43*,-14,3,0,-1,0,-3,49,16,0
COc1cc(/C=N/NC(=O)c2ccccc2)ccc1O,-1,-3,2,-4,·,2,3,-25,17,1
CCOC(=O)c1cn(Cc2ccc(C)cc2)c2cc(F)ccc2c1=O,0,-41,6,-2,4,1,6,10,16,-6
CCOC(=O)C1C(=O)CC(C)(O)C(C(=O)OCC)C1c1ccc(F)cc1 (stereo not drawn),3,-42,-3,-2,-6,0,10,11,-13,-2
N#Cc1c(N)nc(Sc2ccc(Cl)cc2)c(C#N)c1-c1ccccc1Cl,3,-20,40,-3,-1,-4,9,-20,50,-2
CCOC(=O)C1=C(CC)OC(N)=C(C#N)C1c1cccs1 (stereo not drawn),0,-34,2,1,6,-2,1,8,-5,3
CCOC(=O)N1CCN(Cc2c(NC(=O)c3ccco3)sc(C)c2C)CC1,-1,-22,102,-2,-1,4,1,-52,99*,0
O=C(COC(=O)Cn1cnc2ccccc2c1=O)Nc1ccc(Cl)cc1,0,0,-10,0,10,-3,3,-8,3,2

# Carrying on.
SMILES,HSP90 refold inh,KLF5 inhibitor,HSF1 inhib,GSK3 alpha inh,DYRK1A inh,IEC-6 tox,Platelet DG rel,aSyn UTR inh,HSF-1 act,GSK3beta inhib
COc1ccccc1C(=O)NCCSCc1c(F)cccc1Cl,0,-25,2,0,·,-2,-1,-60,-6,1
Cc1ccc(NC(=O)C2CCN(S(C)(=O)=O)CC2)cc1Cl,-6,-27,0,1,2,1,-5,-4,5,1
COc1ccc(C(=O)NCCc2nnc3ccc(SCC(=O)Nc4cc(C)on4)nn23)cc1,-1,-10,-4,-1,3,4,-1,7,-4,0
COc1ccc(-n2c(CN3CCN(c4ccccc4OC)CC3)nc3ccc([N+](=O)[O-])cc3c2=O)c(OC)c1,-3,-14,-1,·,6,-1,0,-4,14,1
N#Cc1ccc(-c2ccc(OCC(O)Cn3nnc4ccccc43)cc2)cc1 (stereo not drawn),0,-51,·,2,-1,0,·,·,·,·
c1ccc(CSc2ncnc3c2oc2ccccc23)cc1,1,-51,3,-2,-1,3,11,13,1,-4
O=C(NCc1ccccc1Cl)c1csc2c1CCCCC2,-2,-38,6,-2,1,-3,0,2,12,4
CC(O)CNc1ccc(-c2n[nH]c(=O)c3ccccc23)cc1[N+](=O)[O-] (stereo not drawn),-3,-17,0,-1,2,16,12,26,10,3
CC(NC(=O)CCc1ccccc1)c1ccc2c(c1)OCO2 (stereo not drawn),-5,-33,0,-4,-2,-1,8,9,28,0
COc1cccc(-n2c(SCc3cc(=O)oc4cc(O)c(O)cc34)nc3ccccc3c2=O)c1,0,15,-4,0,4,-14,6,-4,18,-3
C=CCn1c(SCC(=O)N(CCOC)c2c(N)n(CC(C)C)c(=O)[nH]c2=O)nc2ccccc21,·,·,-3,-3,13,·,-21,1,-4,3
COc1ccc2c(-c3ccccc3)cc(N3CCOCC3)nc2c1,1,-15,2,-4,1,-1,-1,24,-5,-3
COc1ccc(N/C=C/C(=C(C#N)C#N)N(C)C)cc1,1,-10,3,-3,-4,-5,1,2,2,1
O=C(Nc1ccccc1)N(CCc1nc2ccccc2[nH]1)C1CCCC1,-1,2,7,0,0,-1,8,-43,11,1
CCOc1ccc(NC(=O)c2ccc(Cn3nc(C)cc3C)o2)cc1,4,1,-4,-3,-3,7,1,13,-21,0
CC(=O)c1c(C)nn(-c2ccccc2)c1C,-1,-24,-1,0,·,1,14,-14,5,-1
Cc1ccc(N)c(C(O)(C(F)(F)F)C(F)(F)F)c1,-2,-12,-3,-3,3,-2,-11,-45,1,3
O=C(CSC(=S)N1CCOCC1)c1cc(Br)cc(Br)c1O,0,-9,-9,-3,6,-2,5,-4,3,1
COc1ccc2oc(=O)c(C(=O)NCCc3ccc(OC)c(OC)c3)cc2c1,-1,-3,-8,2,-5,4,-6,-4,-5,-2
O=C(Cc1ccc(Cl)cc1Cl)NCc1cccnc1,3,3,2,0,-2,5,-8,18,7,-1
O=[N+]([O-])c1ccc(-c2ccc(/C=N/c3c(-c4ccco4)nc4ccccn34)o2)cc1,-1,-14,-3,-3,·,-11,3,-75,4,6
